H9c2 TAG inh: inhibitors of triacylglycerol accumulation; H9c2 cells, Nile Red lipid (TAG) fluorescence; cells loaded with 200 µM oleic acid; AID 651582; 230,000 compounds, 0.66% hits; inhibition, % at 12.5 µM;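 active = pattern-corrected inhibition of lipid staining of at least 50% with the nuclear-stain viability signal not falling by more than 50%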;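 note: 0% = DMSO wells and 100% = triacsin C control wells; some results filed as inactive read as strong as hits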
H9c2 TAG inh DAPI viability: second read-out of H9c2 TAG inh, no call of its own (marks repeat the call); DAPI nuclei signal change (viability), lower = more cytotoxic, %;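 whole-well DAPI fluorescence read on a plate reader as a viability signal; minus 50 percent equals half of cells still viable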
* = called active by the depositor. These rows are one share of the data; count on the stated rates, not on these rows.

SMILES	H9c2 TAG inh	H9c2 TAG inh DAPI viability
CC(C)N1CCc2c(sc(NC(=O)c3ccc(S(=O)(=O)N4CCOCC4)cc3)c2C#N)C1	3	-2
CS(=O)(=O)N(Cc1ccc(C(=O)NN=C2CCCC2)cc1)c1ccccc1	-2	19
CCOc1ccc(CCNC(=O)COC(=O)c2nccnc2N)cc1OCC	1	10
COc1ccc(C(C)(NC(C)=O)c2nc(-c3cccc(C(=O)O)c3)cs2)cc1 (stereo not given)	6	0
CCCNC(=O)c1ccc(N2CCC3(CC2)CC(c2ccccc2)=NO3)c(N)c1	-12	-1
Cc1cc(C(=O)Nc2ccccc2)oc1C	-5	8
O=C(CNC(=O)C1CCCCC1)NNC(=O)c1ccc(Cl)cc1Cl	7	1
COCCNc1nc(Nc2ccccc2Cl)c2sccc2n1	-14	-1
CCC(C)(C)C1CCC2(CC1)NC(=O)N(CC(=O)Nc1cc(C(F)(F)F)ccc1N1CCOCC1)C2=O (stereo not given)	-8	14
COc1ccc(F)cc1C(=O)C1CCCN(C(=O)CCc2ccccn2)C1 (stereo not given)	-19	12
O=c1cc(-c2ccccc2)cc(-c2ccccc2)n1O	16	-12
Oc1ccc(Br)cc1-c1cc(-c2ccccc2)n[nH]1	4	-5
CC(C)(C)CN1CCN(Cc2cccnc2)CC1CCO (stereo not given)	-26	0
COc1ccc(CCNC(=O)c2cc(-c3cc(Cl)ccc3O)n[nH]2)cc1OC	10	-12
CCOC(=O)C1CCN(S(=O)(=O)c2ccc3c(c2)CCCN3C(C)=O)CC1	-2	-15
O=S(c1ccccc1)c1ccccc1	-5	0
O=C(NCc1ccco1)c1ccc([N+](=O)[O-])o1	64	-61
Cn1cccc1C(=O)NNC(=O)c1ccccc1Br	1	-3
Cc1nnc(C)n1/N=C/c1ccc2c(c1)OCCO2	9	14
Cc1ccc(-n2nc(C)c3c2OC(N)=C(C#N)C3c2ccncc2)cc1 (stereo not given)	-11	-23
COc1ccc(NC(=O)CCC(=O)c2ccc(Cl)cc2)cn1	-4	-6
COc1ccccc1C(=O)O/N=C(\N)c1ccccn1	-1	-2
O=C(c1cccc(S(=O)(=O)N2CCOCC2)c1)N1CCCC1	8	-11
CN(C[C@H](Cc1ccccc1)N(C[C@H](Cc1cccc2ccccc12)N(CCc1ccccc1)N=O)N=O)N=O	11	-5
O=C(CSc1nnc(-c2ccncc2)n1CC1CCCO1)NCc1ccccc1 (stereo not given)	-3	6

Continued, overlapping the part above by 2 compounds.
SMILES	H9c2 TAG inh	H9c2 TAG inh DAPI viability
CN(C[C@H](Cc1ccccc1)N(C[C@H](Cc1cccc2ccccc12)N(CCc1ccccc1)N=O)N=O)N=O	11	-5
O=C(CSc1nnc(-c2ccncc2)n1CC1CCCO1)NCc1ccccc1 (stereo not given)	-3	6
COc1ccc(C2C=C(C)Nc3nc(SC)nn32)cc1 (stereo not given)	8	13
CCOC(=O)Cc1c(C)[nH]n(-c2ccccc2)c1=O	-3	-9
Cc1ccc(/C=C/C(=O)OCC(=O)Nc2cccnc2Cl)o1	-18	7
C[C@H](CO)N1C[C@H](C)[C@@H](CN(C)C(=O)Nc2ccc(C(F)(F)F)cc2)Oc2c(NC(=O)Nc3ccc4c(c3)OCO4)cccc2C1=O	19	-2
O=C(CN1C(=O)NC2(CCCC2)C1=O)N1CCN(S(=O)(=O)c2ccccc2Br)CC1	6	-3
O=c1[nH]c(C(F)(F)C(F)(F)C(F)(F)F)no1	-8	4
CCOc1ccc(/C=N/NC(=O)C(OC)c2ccccc2)cc1 (stereo not given)	11	-8
COc1ccc(-c2csc(NC(CO)c3nc4ccccc4n3CCOCCO)n2)cc1 (stereo not given)	-7	-4
CC(=O)N(CN1C(=O)C2C3C=CC(C3)C2C1=O)c1cccc(Cl)c1 (stereo not given)	16	-15
CC(C)C(OC(=O)c1ccco1)C(=O)NCc1cccs1 (stereo not given)	-9	-7
N#Cc1c(-c2ccc(Cl)cc2)c2c([nH]c1=O)-c1ccccc1OC2	-3	14
O=c1c(Cc2ccc(F)cc2)c(O)ccn1CCCn1ccnc1	-3	-1
CCOC(=O)C1(C)CCN1C(=O)c1ccc2c(c1)CCO2 (stereo not given)	-12	15
CC(C)CN(C(=O)c1ccc2c(c1)OCO2)C1CCS(=O)(=O)C1 (stereo not given)	-7	7
CCOCCCNC(=O)C(c1ccc(C)cc1)N(Cc1ccc2c(c1)OCO2)C(=O)c1cnccn1 (stereo not given)	-2	-7
Cc1ccccc1Oc1nc2c(C)cccn2c(=O)c1/C=C(\C#N)C(=O)NC1CCS(=O)(=O)C1 (stereo not given)	0	11
O=C(COC(=O)c1ccccc1C(=O)N1CCN(c2ccccc2)CC1)Nc1ccccc1	-9	-1
CCCC(=O)N(CCc1ccccc1)Cc1nc2ccccc2c(=O)[nH]1	12	-13
COc1ccc(C(=O)NC(CC(=O)O)c2cc([N+](=O)[O-])ccc2Cl)c(SC)c1 (stereo not given)	11	-6
O=C(N/N=C/c1cccc(O)c1)c1ccc(-n2cnnn2)cc1	-7	-5
CC(=O)Nc1sc(/C(C#N)=C/c2ccc(Cl)c(Cl)c2)nc1-c1ccc(C)cc1	-24	15
CCn1c(SCC(=O)NCC2CCCO2)nnc1-c1ccc(S(=O)(=O)N2CCN(C)CC2)cc1 (stereo not given)	-16	-11
COCCNc1nc(NCCNC(C)=O)c2sc(-c3ccccc3)cc2n1	10	-6
COc1cc(N)c2ncccc2c1Br	-1	-3
CCCC(=O)N1CCCC1(C)C(=O)NCCc1ccccn1 (stereo not given)	4	1

Structural class, the compounds so far with two or more sulfur atoms (two)
SMILES	H9c2 TAG inh	H9c2 TAG inh DAPI viability
CC(C)N1CCc2c(sc(NC(=O)c3ccc(S(=O)(=O)N4CCOCC4)cc3)c2C#N)C1	3	-2
CCn1c(SCC(=O)NCC2CCCO2)nnc1-c1ccc(S(=O)(=O)N2CCN(C)CC2)cc1 (stereo not given)	-16	-11

Other results follow.
SMILES	H9c2 TAG inh	H9c2 TAG inh DAPI viability
COc1ccc(NC(=O)CN(C)C(=O)CCCc2nc3ccccc3s2)cc1	-2	5
CCCCN(CC)CCNC(=O)CNC(=O)Cn1ccc2ccccc2c1=O	-2	-4
C[C@H](CO)N1C[C@H](C)[C@@H](CN(C)C(=O)Nc2ccc(C(F)(F)F)cc2)Oc2c(NS(=O)(=O)c3ccc(F)cc3)cccc2C1=O	4	8
Cn1c(=O)[nH]c(=O)c2c1nc([N+](=O)[O-])n2Cc1ccccc1	73	-66
O=C(O)c1cc(-c2ccc(/C=C3/SC(=S)N(Cc4ccccc4)C3=O)o2)ccc1Cl	-3	-1
O=C(COC(=O)/C=C/c1ccc(F)cc1)Nc1cccc(S(=O)(=O)N2CCCC2)c1	-1	0
Cc1ccc(NC(=O)COC(=O)CCOc2ccccc2C)cc1	-4	3
CCN(C[C@H]1N[C@@](CC)(C(=O)OC)[C@H]2C(=O)N(C)C(=O)[C@@H]12)C(=O)c1ccc(F)cc1	1	-5
COc1ccc(Nc2nc(NCCO)nc(N3CCCC3)n2)cc1	5	1
Cc1cccc(NC(=O)c2ncn3c2C(=O)NC[C@H]3C)c1	15	1
COc1ccc(CN(C)C(=O)c2cc(-c3ccccc3)nc3ccc(C)cc23)c(OC)c1	21	-9
COc1cccc(/C=N/NC(=O)c2c(-c3ccccc3)noc2C)c1O	29	-8
Cc1ccc2cc(CCNC(=O)c3cccs3)c(=O)[nH]c2c1C	5	-18
Cc1cccc(N2CCN(C(=O)c3ccc4c(c3)OCCO4)CC2C)c1 (stereo not given)	-1	0
Nc1nc(-c2ccc(Cl)cc2Cl)cn1N	2	9
O=C1NNC(c2ccccc2)=N/C1=C\c1ccco1	-1	0
Cc1cc(O)c(/C=N/OCc2ccc(Cl)cc2Cl)c(=O)o1	13	-2
CN(CC(=O)Nc1ccc(Cl)c(Cl)c1)CC(=O)N1CCc2ccccc21	-11	7
CC(=O)c1ccc(/C=C/c2nc3ccccc3n2C)o1	5	63
Cn1c(N)c(C(=O)COc2ccc(C#N)cc2)c(=O)n(C)c1=O	-1	-4
COc1cc(NC(=O)c2cccs2)c(C(=O)OCC(=O)NC(C)c2ccccc2)cc1OC (stereo not given)	4	2
Nc1nc(-c2nc3ccccc3[nH]2)cs1	-2	-7
O=C(Nc1ccccc1N1CCOCC1)c1cccnc1	-6	2
COc1ccccc1C(=O)NCC(=O)OC(C)C(=O)NC1CCCCC1C (stereo not given)	9	4
N#CCCn1c(C2CCCCC2)nc2ccccc21	0	-7

(listing goes on)
SMILES	H9c2 TAG inh	H9c2 TAG inh DAPI viability
c1ccc(-c2cc3nc(NCC4CC4)nc(NCC4CCCCC4)c3s2)cc1	44	-21
Cc1ccc(N/C=C2\C(=O)N(c3ccc(F)cc3F)C(c3cccnc3)S2(=O)=O)cc1 (stereo not given)	-1	-3
CC(NCC(=O)Nc1ccccc1C(=O)NC1CC1)c1cccc(C(F)(F)F)c1 (stereo not given)	-14	2
CC(=O)Nc1c(O)nc(SCC(=O)Nc2nnc(SCc3ccccc3)s2)[nH]c1=O	-9	-11
CCCn1c(-c2ccc(F)cc2)cnc1SCC(=O)O	3	0
Cc1ccc([N+](=O)[O-])cc1S(=O)(=O)Nc1ccc(C(=O)NCC2CCCO2)cc1 (stereo not given)	-4	-2
CSc1cc(C)c(OCC(=O)Nc2ccc(NC(C)=O)cc2)c(C)c1	-8	12
Cc1ccc(-c2nc(NC(=O)CSc3cc(C)c4ccccc4n3)ns2)cc1	19	10
O=S(=O)(NC1=NCCC1)c1ccc(F)cc1F	-1	-9
O=C(CN1C(=O)CSCC1=O)Nc1ccc2c(c1)OCO2	4	5
CN(N)c1nc(N2CCCC2)nc(N2CCCC2)n1	-7	13
CCCCNC(=O)C1(N2C(=O)c3ccccc3C2=O)CCCC1	0	0
O=C(COC(=O)c1ccc(S(=O)(=O)N2CCCC2)cc1)NCc1cccs1	-6	-5
O=C(O)CC(Cc1ccc(Br)cc1)C(=O)O (stereo not given)	5	-1
CCOc1c(C)cc(S(=O)(=O)NCc2ccccn2)c(C)c1C	-6	-4
CC(=O)Nc1ccc(S(=O)(=O)Nc2cccc(NC(=O)c3ccco3)c2)cc1	5	-4
Cc1cccc(NC(=O)CN(C)S(=O)(=O)c2cccc3nsnc23)c1C	15	-3
CCOc1ccc(Oc2ccc(S(=O)(=O)N3CCOCC3)cc2NC(=O)C2=COCCO2)cc1	-9	-7
CCN(C(=O)COC(=O)c1cccc(S(=O)(=O)N(C)C)c1)c1c(N)n(Cc2ccccc2)c(=O)[nH]c1=O	-6	6
CCOC(=O)c1cc(-c2ccccc2)sc1NC(=S)Nc1cc(C)ccn1	30	5
CCCCCC(=O)NNC(=S)NC(C)=O	3	-6
CC(CNC1CCCCC1)OC(=O)c1ccccc1 (stereo not given)	-4	2
CC(C)Cn1c(N)c(C(=O)COC(=O)c2nccnc2N)c(=O)n(C)c1=O	3	2
CNC(=O)COc1ccc(Nc2nnc(C)c3ccccc23)cc1	-16	5
CCC1(c2ccccc2)SCC(c2ccccc2)=NC1=O (stereo not given)	-37	-7

3 compounds already listed, sorted by length of the SMILES, rising.
SMILES	H9c2 TAG inh	H9c2 TAG inh DAPI viability
COc1cc(N)c2ncccc2c1Br	-1	-3
CCCCN(CC)CCNC(=O)CNC(=O)Cn1ccc2ccccc2c1=O	-2	-4
c1ccc(-c2cc3nc(NCC4CC4)nc(NCC4CCCCC4)c3s2)cc1	44	-21

Of the compounds above, these contain a nitro group on carbon:
SMILES	H9c2 TAG inh	H9c2 TAG inh DAPI viability
O=C(NCc1ccco1)c1ccc([N+](=O)[O-])o1	64	-61
COc1ccc(C(=O)NC(CC(=O)O)c2cc([N+](=O)[O-])ccc2Cl)c(SC)c1 (stereo not given)	11	-6
Cn1c(=O)[nH]c(=O)c2c1nc([N+](=O)[O-])n2Cc1ccccc1	73	-66
Cc1ccc([N+](=O)[O-])cc1S(=O)(=O)Nc1ccc(C(=O)NCC2CCCO2)cc1 (stereo not given)	-4	-2

Carrying on:
SMILES	H9c2 TAG inh	H9c2 TAG inh DAPI viability
CC(=O)N1CCN(CCN2C(C)=CC(=C(C#N)C#N)C=C2C)CC1	-3	1
CC1CCCN(C(=S)SCC(=O)O)C1 (stereo not given)	1	187
CCOC(=O)c1c(NC(=O)CSc2nnc(-c3cccnc3)n2Cc2ccco2)sc(C)c1C	10	-9
Cc1cc([N+](=O)[O-])cc2c1NC(c1ccccn1)C1CC=CC21 (stereo not given)	3	5
N#Cc1ccc(OCC(=O)NC2CCCCCC2)cc1	12	-4
Cc1ccnc(SCC(=O)Nc2cc(C)on2)n1	4	-8
O=C(CCS(=O)(=O)c1cccc2nonc12)NCc1ccc(Cl)cc1	-3	-1
O=C(COC(=O)CCc1ccc(S(=O)(=O)N2CCOCC2)cc1)Nc1cccc(Cl)c1	-13	-5
Cc1nc2nc(C)c(C)nc2nc1C	2	4
COc1ccc(N(CC(=O)NC2CCS(=O)(=O)C2)S(=O)(=O)c2ccc(Cl)c(Cl)c2)cc1 (stereo not given)	4	112
O=C(COc1ccccc1Cl)Nc1ccc(C(=O)c2ccc(C(=O)O)cc2)cc1	13	-3
Cc1ccc(C(=O)Nc2cccc([N+](=O)[O-])c2)cc1S(=O)(=O)Nc1ccc(C(=O)O)cc1	2	10
COc1ccc(-n2c(=O)c3ccccc3n(Cc3cccc(C)c3)c2=O)cc1OC	7	-16
CCOc1ccccc1CNC(=O)c1cn(C)c(=O)c2c1c1ccccc1n2C	6	-2
O=C(CN(Cc1ccc(Cl)cc1)S(=O)(=O)c1ccccc1)NCC1CCCO1 (stereo not given)	6	1
Cc1c(C(c2ccccc2O)c2c(C)n(C)n(-c3ccccc3)c2=O)c(=O)n(-c2ccccc2)n1C	-6	11
CC[C@]12C(=O)N(C)C[C@H]([C@@H]3C(=O)N(C)C(=O)[C@@H]31)N2C(=O)c1ccc(F)cc1	-5	-5
Cc1cc(C(=O)OCC(=O)Nc2cccc([N+](=O)[O-])c2)c(C)o1	-6	-5
CC(C)(C)NC(=O)NC(=O)COC(=O)Cn1cnc2ccccc2c1=O	26	-9
CC(=O)Nc1cccc(-c2ccnc3c2CC(C(=O)NCC2CCOCC2)O3)c1 (stereo not given)	23	-23
CC(=O)C[C@H](O)CC(=O)[C@H]1OC(=O)[C@H](C)C/C=C\Cc2ccccc21	-3	6

High-throughput results deposited in PubChem by Sanford-Burnham Center for Chemical Genomics.
